DLD1 CTGF mRNA = reduction of CTGF mRNA in DLD1 cells – DLD1 colon cancer cells, RT-qPCR, single point, primary screen (AID 743449); DLD1 CTGF mRNA qPCR, 24 h; active compounds read high; inhibition, % at 12.5 µM; 0.9% of 9,900 active;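 active = mean normalized replicate activity at least 50 and at least half of replicates each reaching 50; inconclusive = only one of the two criteria met; inactive = neither criterion met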;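 note: 0% = neutral control wells and 100% = dasatinib control wells; higher means stronger suppression of CTGF expression like dasatinib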
Pax4 gene expression = activators of Pax4 gene expression, primary screen, RT-PCR, mouse alpha TC1 cells, single point (AID 1053180); mouse alpha TC1 cells, Pax4 mRNA qPCR, 6 days; active compounds read high; 100% = Pax4 plasmid added at qPCR; activation, % at 10 µM; 0.2% of 9,600 active;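 active = highest normalized replicate activity of 15 or more, or at least half the replicates reach 15 or more; inactive = neither condition met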;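 note: pax4 Ct normalized to GAPDH with activation seen as lower delta delta Ct; plate controls were plate neutral control wells for no effect and Pax4 plasmid positive control for full effect; each compound tested in two replicate wells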
* = called active by the depositor; ? = inconclusive; · = no result given. The list is partial; the hit share may differ from the screen's.

canonical_smiles	DLD1 CTGF mRNA	Pax4 gene expression
OC[C@H]1Nc2ccc(-c3cccc(F)c3)cc2[C@H]2[C@@H]1CCN2Cc1ccc(F)cc1	-53.0	0.0
COc1cccc(CNC(=O)[C@H]2[C@H](CO)[C@H]3Cn4c(ccc(-c5cncnc5)c4=O)[C@H]3N2C)c1	1.4	0.0
COC(=O)C[C@H]1C[C@H]2c3cc(NC(=O)C4CCOCC4)ccc3O[C@H]2[C@@H](CO)O1	-35.1	0.0
COCC(=O)Nc1ccc2c(c1)C(=O)N(C)[C@@H]1CC[C@@H](CC(=O)NC3Cc4ccccc4C3)O[C@H]1CO2	-1.5	0.0
N#C[C@@H]1[C@H](c2ccc(-c3cccc(F)c3)cc2)[C@H](CO)N1C(=O)CN1CCOCC1	7.8	0.0
Cc1noc(C)c1NC(=O)N1C[C@@H](O)COC[C@@H]2O[C@@H](CC(=O)NCC3CC3)CC[C@H]21	-8.7	0.0
COCC(=O)Nc1ccc2c(c1)C(=O)N(C)[C@H]1CC[C@H](CC(=O)N3CCc4ccccc4C3)O[C@H]1CO2	-0.6	0.0
COc1ccc([C@@H]2C/C=C\C[C@@H](c3ccc4c(c3)OCO4)NC(=O)CCC(=O)N2)c(OC)c1	-15.0	0.0
C[C@@H]1CN([C@@H](C)CO)C(=O)CCCn2nncc2CO[C@@H]1CN(C)C(=O)c1cc(-c2ccccc2)on1	55.9*	0.0
CO[C@H]1CN(C)C(=O)c2cc(NS(C)(=O)=O)ccc2OC[C@H](C)N(C(=O)C2CCOCC2)C[C@@H]1C	-25.6	0.0
CN1c2ccc(-c3cccc(C#N)c3)cc2[C@@H]2[C@@H](CCN2C(=O)c2cccc(F)c2)[C@@H]1CO	29.9	0.0
C/C=C/c1ccc([C@H]2[C@H](CO)N(C(C)=O)[C@H]2CNC(=O)c2ccccc2)cc1	?	0.0
COc1ccc2c3c([nH]c2c1)[C@@H](CO)N(CC1CCCCC1)CC31CN(C(=O)C2CCOCC2)C1	-1.9	0.0
COc1ccc(NC(=O)Nc2cccc3c2O[C@H](CN(C)Cc2ccc(C(=O)O)cc2)[C@H](C)CN([C@H](C)CO)C3=O)cc1	8.9	0.0
CCN(C[C@@H]1[C@@H](c2ccc(C3=CCCCC3)cc2)[C@@H](CO)N1CC1CC1)C(C)=O	-61.1	0.0
O=C(CC1CC1)N1CC[C@@H]2[C@H](CO)Nc3ccc(-c4ccc(F)cc4)cc3[C@@H]21	22.8	0.0
CO[C@@H](CN(C)C(=O)c1cnccn1)[C@@H](C)CN([C@H](C)CO)S(=O)(=O)c1ccccc1	-17.6	0.0
COc1cccc(C(=O)Nc2ccc3c(c2)C(=O)N(C)[C@H]2CC[C@H](CC(=O)NCc4ccc(F)cc4)O[C@H]2CO3)c1	?	0.0
CCCNC(=O)N1[C@H](CO)[C@H]2c3ccccc3N(C(=O)Nc3cccc(Cl)c3)C[C@H]21	-19.9	0.0
C[C@H]1CN([C@@H](C)CO)S(=O)(=O)c2ccc(-c3cncnc3)cc2O[C@H]1CN(C)C(=O)NC1CCCC1	20.6	0.0
O=C(NCc1ccc(F)cc1)[C@H]1[C@H](CO)[C@H]2Cn3c(cccc3=O)[C@H]2N1C(=O)c1cccnc1	-26.2	0.0
O=C(CC1CC1)N1CC(=O)N2[C@H](CO)[C@@H](c3ccc(/C=C/c4ccccc4)cc3)[C@H]2C1	45.0	0.0
N#C[C@@H]1[C@@H](c2ccccc2)[C@H](CO)N1C(=O)c1cc(Cl)cc(Cl)c1	?	0.0
O=C(Nc1cccc(F)c1)N1C[C@@H]2[C@H](c3ccccc31)[C@@H](CO)N2C(=O)Cc1ccccn1	-3.2	0.0
C[C@H]1CN([C@@H](C)CO)C(=O)c2ccccc2-c2ccccc2CO[C@H]1CN(C)C(=O)c1cc(Cl)cc(Cl)c1	36.1	0.0
COc1ccc(C#Cc2ccc3c(c2)[C@H]2[C@H](CCN2C(=O)Nc2ccc(C(F)(F)F)cc2)[C@H](CO)N3C)cc1	-70.4	0.0
CCCN(C)C[C@@H]1OCCCC[C@@H](C)Oc2ccc(NC(=O)CCCN(C)C)cc2C(=O)N([C@H](C)CO)C[C@H]1C	19.2	0.0
O=C(c1cnccn1)N1CC(=O)N2[C@H](C1)[C@@H](c1ccc(C#CC3CC3)cc1)[C@@H]2CO	18.4	0.0
COc1ccc2c3c([nH]c2c1)[C@@H](CO)N(C(=O)CC1CC1)CC31CN(Cc2cccnc2)C1	23.1	0.0
CCNC(=O)C[C@H]1CC[C@H]2[C@@H](COC[C@H](O)CN2C(=O)c2ccccn2)O1	-20.2	0.0
CC(=O)N1CC2(C1)[C@H](c1ccccc1)[C@@H](CO)N2C(=O)Cc1ccccc1	-16.7	·
Cc1noc(C)c1NC(=O)Nc1ccc2c(c1)C(=O)N([C@H](C)CO)C[C@H](C)[C@@H](CN(C)S(=O)(=O)c1ccc(F)cc1)O2	-20.8	0.0
Cc1ccccc1-c1ccccc1[C@H]1[C@@H](CO)N(C(=O)c2ccc(F)cc2)[C@H]1C#N	-4.0	0.0
C/C=C/c1ccccc1[C@@H]1[C@@H](C#N)N(C(C)=O)[C@@H]1CO	-15.8	0.0
O=C1CNC[C@H]2[C@@H](c3ccc(C#CC4CCCCC4)cc3)[C@H](CO)N12	-9.3	0.0
C[C@H]1CN([C@@H](C)CO)C(=O)CCCn2cc(nn2)CO[C@@H]1CN(C)C(=O)CCC(F)(F)F	14.9	0.0
Cc1noc(C)c1NC(=O)Nc1ccc2c(c1)C(=O)N(C)[C@@H]1CC[C@@H](CC(=O)N[C@@H]3CCN(Cc4ccccc4)C3)O[C@H]1CO2	-17.5	0.0
O=C(C[C@H]1CC[C@@H]2[C@H](COC[C@@H](O)CN2CCC(F)(F)F)O1)NCC1CC1	-4.9	0.0
C/C=C/c1cnc2c(c1)C(=O)N([C@@H](C)CO)C[C@H](C)[C@H](CN(C)C(=O)Nc1cccc(OC)c1)O2	22.5	0.0
CC(=O)N1CC2(C1)[C@H](c1ccccc1)[C@@H](CO)N2C(=O)c1cnccn1	-13.0	·
CN1C(=O)c2cc(NC(=O)C3CCOCC3)ccc2OC[C@@H]2O[C@@H](CC(=O)NCC3CCCCC3)CC[C@@H]21	-61.2	0.0
C[C@@H]1CCCCO[C@@H](CN(C)C(=O)c2ccncc2)[C@H](C)CN([C@H](C)CO)C(=O)c2cc(NC(=O)CCC(F)(F)F)ccc2O1	17.0	0.0
CO[C@@H]1CN(C)C(=O)c2cc(NS(=O)(=O)c3cn(C)cn3)ccc2OC[C@@H](C)N(Cc2cccc(C(F)(F)F)c2)C[C@H]1C	8.7	0.0
CO[C@H](CN(C)C(=O)c1cnccn1)[C@H](C)CN([C@@H](C)CO)S(=O)(=O)c1ccccc1	-5.1	0.0
C[C@H]1CC=CC[C@H](c2ccc(F)cc2)NC(=O)[C@@H](Cc2ccccc2)N(C)C(=O)c2ccccc2O1 (mixture of isomers)	-32.9	0.6
C[C@@H]1CN([C@@H](C)CO)C(=O)CCCn2cc(nn2)CO[C@H]1CN(C)C(=O)Nc1cccc(C(F)(F)F)c1	-4.6	0.0
C=C(C)C[C@@H]1CCn2cc(nn2)COCCNC1=O	16.3	0.0
COc1ccccc1NC(=O)N1CC(=O)N2[C@H](CO)[C@@H](c3ccc(-c4cccc(C)c4)cc3)[C@@H]2C1	-155.3	0.0

Sorted by formula weight (smallest number first): part of the list above.
canonical_smiles	DLD1 CTGF mRNA	Pax4 gene expression
CCNC(=O)C[C@H]1CC[C@H]2[C@@H](COC[C@H](O)CN2C(=O)c2ccccn2)O1	-20.2	0.0
O=C(NCc1ccc(F)cc1)[C@H]1[C@H](CO)[C@H]2Cn3c(cccc3=O)[C@H]2N1C(=O)c1cccnc1	-26.2	0.0
COc1ccc2c3c([nH]c2c1)[C@@H](CO)N(CC1CCCCC1)CC31CN(C(=O)C2CCOCC2)C1	-1.9	0.0
CO[C@@H]1CN(C)C(=O)c2cc(NS(=O)(=O)c3cn(C)cn3)ccc2OC[C@@H](C)N(Cc2cccc(C(F)(F)F)c2)C[C@H]1C	8.7	0.0

Additional records follow:
canonical_smiles	DLD1 CTGF mRNA	Pax4 gene expression
COc1cccc(S(=O)(=O)N[C@@H]2CC[C@H](CC(=O)NC3Cc4ccccc4C3)O[C@@H]2CO)c1	-3.4	0.0
CC(=O)N1[C@H](CO)[C@@H](c2ccc(C3=CCCCC3)cc2)[C@@H]1CNC(=O)CN(C)C	-24.2	0.0
CCCC#Cc1ccc2c(c1)O[C@@H](CN(C)Cc1ccccn1)[C@@H](C)CN([C@H](C)CO)S2(=O)=O	-18.3	0.1
CN1C(=O)c2cc(NS(=O)(=O)c3cccc(F)c3)ccc2OC[C@H]2O[C@H](CC(=O)N3CCc4ccccc4C3)CC[C@@H]21	-8.2	0.0
COc1ccc2c3c([nH]c2c1)[C@@H](CO)N(C)CC31CN(S(C)(=O)=O)C1	2.4	0.0
CCS(=O)(=O)N1CCCCN2[C@H](C1)[C@H](c1ccc(C#Cc3ccccn3)cc1)[C@@H]2CO	-20.8	0.0
C[C@@H]1CCCCO[C@@H](CN(C)C(=O)CCCN(C)C)[C@@H](C)CN([C@@H](C)CO)C(=O)c2cc(NS(=O)(=O)c3ccc(Cl)cc3)ccc2O1	13.1	0.0
O=C(Nc1ccc(C(F)(F)F)cc1)Nc1ccc2c(c1)[C@@H]1C[C@@H](CC(=O)N3CCc4ccccc4C3)O[C@@H](CO)[C@@H]1O2	16.7	0.1
N#C[C@H]1[C@@H](c2ccccc2C2=CCCC2)[C@@H](CO)N1C(=O)C1CCOCC1	-34.1	0.0
COC(=O)C[C@@H]1CC[C@@H]2[C@H](COc3ccc(NC(=O)c4ccc(C(F)(F)F)cc4)cc3C(=O)N2C)O1	-74.0	0.2
COc1cccc(S(=O)(=O)N[C@H]2CC[C@H](CC(=O)NC3Cc4ccccc4C3)O[C@H]2CO)c1	3.8	0.0
CO[C@H](CN(C)Cc1nccs1)[C@@H](C)CN([C@H](C)CO)S(=O)(=O)c1ccc(F)cc1	-17.5	0.0
OC[C@@H]1[C@H](c2ccc(-c3cccnc3)cc2)[C@@H]2CN(Cc3ccccn3)CCCCN12	-3.7	0.0
C[C@@H](O)C#Cc1ccc([C@@H]2[C@H]3CN(C(=O)c4ccc5c(c4)OCO5)CCCCN3[C@H]2CO)cc1	-5.4	0.0
O=C(C[C@@H]1CC[C@@H]2[C@H](COC[C@H](O)CN2S(=O)(=O)c2ccccc2)O1)Nc1ccccc1	14.9	0.0
CNC(=O)C[C@@H]1CC[C@H]2[C@@H](COc3ccc(NS(=O)(=O)c4ccc(F)cc4)cc3C(=O)N2C)O1	-20.2	0.0
CO[C@H](CN(C)Cc1ccc2c(c1)OCO2)[C@H](C)CN(C(=O)c1ccccc1)[C@@H](C)CO	-6.2	0.0
O=C(c1ccccc1F)N1CC[C@@H]2[C@@H](CO)Nc3ccc(Br)cc3[C@@H]21	10.1	0.0
CO[C@@H]1CN(C)C(=O)c2cc(NC(=O)NC(C)C)ccc2OC[C@@H](C)N(Cc2ccccc2)C[C@H]1C	-25.2	0.1
CN(C)C(=O)c1cccc(-c2ccc([C@@H]3[C@H]4CN(C(=O)C5CCC5)CC(=O)N4[C@H]3CO)cc2)c1	0.7	0.0
C[C@@H]1CN([C@@H](C)CO)C(=O)c2c(c3ccccc3n2C)-c2ccccc2CO[C@@H]1CN(C)C	-4.4	0.0
O=C(c1ccccc1)N1[C@H](CO)[C@H](c2ccccc2)C12CN(Cc1nccs1)C2	-26.9	·
CN1C[C@H](O)COC[C@@H]2O[C@H](CC(=O)NC3CCCC3)CC[C@H]21	-23.3	0.0
C[C@H](CO)N1C[C@H](C)[C@H](CN(C)C(=O)NC2CCCCC2)OCCCC[C@H](C)Oc2ccc(N(C)C)cc2C1=O	-23.5	0.0
COCC(=O)Nc1ccc2c(c1)[C@H]1C[C@H](CC(=O)N[C@@H](C)c3ccccc3)O[C@@H](CO)[C@H]1O2	-24.0	0.0
COC(=O)C[C@H]1CC[C@H]2[C@@H](COc3ccc(NC(=O)Nc4cccc(C#N)c4)cc3C(=O)N2C)O1	8.7	0.0
C[C@@H]1CCCCO[C@H](CN(C)CC2CCCCC2)[C@@H](C)CN([C@H](C)CO)C(=O)c2cc(NS(C)(=O)=O)ccc2O1	-13.9	0.0
CCCC(=O)N1CC2(C1)CN(Cc1cccnc1)[C@@H](CO)c1[nH]c3cc(OC)ccc3c12	-15.8	0.0
C[C@@H]1CN([C@@H](C)CO)C(=O)CCCn2nncc2CO[C@H]1CN(C)C(=O)c1ccc2ccn(C)c2c1	-20.8	0.0
O=C(CN1CCOCC1)N1CC[C@@H]2[C@@H](CO)Nc3ccc(-c4ccccc4F)cc3[C@@H]21	-11.5	0.0
N#C[C@@H]1[C@@H](c2ccc(-c3cccc(F)c3)cc2)[C@H](CO)N1c1nc(-c2ccccc2)cs1	28.1	0.0

Bioassay records from PubChem.
